Screening results: PubChem, National Center for Advancing Translational Sciences (NCATS)
TR SRC2 fluor cs: alters Texas Red total fluorescence, flagging assay interference; TRb/SRC2 Texas Red total fluorescence interference; Potency, µM (top dose mostly 106 µM), without a hit: top-dose fluorescence change, negative = quenching; 280,000 compounds, 0.29% hits; AID 1479; active = well fitted curve in either direction with a large enough effect; inconclusive = small, poorly fitted or top-dose-only effect
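Human TRβ ligand-binding domain (0.6 uM) and Texas Red SRC2 peptide (20 nM) in Tris buffer with 1 uM T3 and 5% DMSO were incubated with pinned compound for 5 hr at ambient temperature. Total fluorescence was computed as S + 2P (555/632 nm).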
Tau FP inhib: inhibitors of human tau fibril formation; P10636; K18 P301L tau heparin fibrillization, Alexa594 FP, 6 h; Potency, µM (doses to about 57.7 µM), for inactives: at the top dose activity, negative = inhibition, actives largely listed as inhibitors; 280,000 compounds, 0.39% hits; note: nearly all actives have a fitted effect of over 55% in size
Target sequence (P10636 561-689 P618L limits assumed): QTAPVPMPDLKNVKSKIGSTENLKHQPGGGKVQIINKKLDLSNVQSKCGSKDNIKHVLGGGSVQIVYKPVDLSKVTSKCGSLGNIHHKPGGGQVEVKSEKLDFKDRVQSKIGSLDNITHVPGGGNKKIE
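Recombinant K18 P301L […], labeled with Alexa 594 at 0.24 uM over 15 uM unlabeled; heparin inducer 20 uM final; 37 C, 6 hr; FP endpoint.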
L3MBTL1 block: L3MBTL1 (human) inhibition; Q9Y468; Potency, µM (series often up to 57.1 µM), inactives show top-dose activity, negative = inhibition, usual class: inhibitors; 230,000 compounds, 0.66% hits; AlphaScreen L3MBTL1–H3K9me1 peptide binding; AID 485360; note: nearly all actives have a fitted effect of over 60% in size
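L3MBTL1 (50 nM) pre-complexed 30 min with biotinylated H3(1-15)K9me1 peptide (75 nM), then compounds added for 30 min at room temperature; AlphaScreen streptavidin donor/nickel chelate acceptor beads (10 ug/mL final) read after 30 min dark incubation.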
Tau ThT inhib: inhibitors of human tau fibril formation, thioflavin T binding; recombinant tau K18 P301L (four-repeat tau fragment), heparin-induced fibrillization, ThT fluorescence; Potency, µM (highest dose often 57.4 µM), for inactives: at the highest dose activity, negative = inhibition, most hits filed as inhibitors; 270,000 compounds, 2.1% hits; note: nearly all actives have a fitted effect of over 55% in size
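In this qHTS, human K18 P301L tau is incubated with compound and heparin for 6 hr at 37 C, and Thioflavin T fluorescence then reports fibril load.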
KDM4E inh: inhibitors of human JMJD2E histone demethylase; JMJD2E catalytic domain, FDH-coupled NADH fluorescence (FDH is formaldehyde dehydrogenase); Potency, µM (highest dose often 57.1 µM), inactives show at the highest dose activity change, negative = inhibition, actives largely listed as inhibitors; 230,000 compounds, 1.6% hits; AID 2147; active = well fitted inhibition curve with a large enough effect, not every such curve was filed as active; inconclusive = small, poorly fitted or top-dose-only effect, or another doubt; inactive = no such curve, though single readings can be large or run the other way;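 note: 0% = wells with enzyme and -100% = buffer wells without enzyme; nearly all actives have a fitted effect of over 50% in size; many of its hits are not listed in these tables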
Target sequence (B2RXH2 1-337 limits assumed): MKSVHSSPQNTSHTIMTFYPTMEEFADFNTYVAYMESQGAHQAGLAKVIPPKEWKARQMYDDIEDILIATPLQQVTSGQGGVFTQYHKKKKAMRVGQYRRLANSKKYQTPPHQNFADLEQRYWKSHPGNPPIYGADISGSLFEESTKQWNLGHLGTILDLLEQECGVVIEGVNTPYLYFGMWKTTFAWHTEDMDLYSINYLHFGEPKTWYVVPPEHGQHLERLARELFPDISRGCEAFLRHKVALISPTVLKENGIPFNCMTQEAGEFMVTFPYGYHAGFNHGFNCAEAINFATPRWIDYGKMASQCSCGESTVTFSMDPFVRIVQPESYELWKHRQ
RECQ1 inh: RECQ1 (human) helicase inhibition | AID 2549 | RECQ1 DNA unwinding, red fluorescence kinetic read | 240,000 compounds, 0.54% hits | Potency, µM (series often up to 57.3 µM), inactives show top-dose activity, negative = inhibition, usual class: inhibitors;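 note: plate controls were vehicle for no effect and no enzyme for full effect; nearly all actives have a fitted effect of over 30% in size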
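50 nM RECQ1T1 preincubated 15 min with compound in Tris pH 8.0 buffer with MgCl2, DTT, Tween-20 and 2.5 ug/ml poly(dI-dC); started with 200 nM TAMRA/BHQ-2 forked duplex and 2 mM ATP. Unwinding read as fluorescence (525/598 nm), two reads 2 h apart.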
TRb SRC2 PPI: TRbeta-SRC2 interaction inhibition | TRbeta-SRC2 peptide binding, fluorescence polarization; receptor liganded with 1 µM T3 | AID 1469 | 280,000 compounds, 0.065% hits | Potency, µM (top dose mostly 106 µM), for inactives: at the highest dose activity change, negative = inhibition, most hits filed as inhibitors;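 note: plate controls were bound peptide for no effect and peptide without receptor for full effect; nearly all actives have a fitted effect of over 50% in size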
Target sequence (P10828 whole entry, looked up): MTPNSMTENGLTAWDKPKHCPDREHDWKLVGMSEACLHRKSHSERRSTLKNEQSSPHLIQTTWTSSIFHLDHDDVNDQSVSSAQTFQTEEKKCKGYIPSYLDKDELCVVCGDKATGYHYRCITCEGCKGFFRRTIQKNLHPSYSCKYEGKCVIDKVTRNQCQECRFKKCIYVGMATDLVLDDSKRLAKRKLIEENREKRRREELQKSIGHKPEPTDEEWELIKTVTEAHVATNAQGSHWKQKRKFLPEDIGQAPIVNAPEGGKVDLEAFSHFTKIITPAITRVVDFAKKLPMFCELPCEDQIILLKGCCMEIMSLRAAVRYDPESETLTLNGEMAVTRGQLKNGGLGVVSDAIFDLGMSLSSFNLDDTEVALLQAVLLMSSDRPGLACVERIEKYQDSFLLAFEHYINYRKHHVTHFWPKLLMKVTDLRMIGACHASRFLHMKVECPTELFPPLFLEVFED
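Human TRb ligand-binding domain (0.6 uM) is mixed with 20 nM Texas Red SRC2 peptide and 1 uM T3; after compound addition and 5 hr at ambient temperature, polarization is measured and normalized to unbound and bound controls.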
RGS12 GoLoco inh: inhibitors of human Gai1-RGS12 GoLoco interaction (red fluorophore). Gai1:RGS12 GoLoco peptide FP, rhodamine, 10 min. Potency, µM (series often up to 61.6 µM), for inactives: top-dose activity, negative = inhibition, usual class: inhibitors. 230,000 compounds, 0.44% hits. AID 880; active = well fitted inhibition curve with a large enough effect, not every such curve was filed as active; inactive = no such curve, though single readings can be large or run the other way; note: nearly all actives have a fitted effect of over 30% in size; many of its hits are not listed in these tables
* marks the source's active call; other numbers are inactive results; i = inactive; ? = inconclusive; nt = no result given; & = joins results of further samples; [ ] = another dose, or the depositor's remark. Unless noted, calls come from the whole dose curve; as a rule, active = well fitted curve in the direction sought with a large enough effect; inconclusive = small, poorly fitted or top-dose-only effect, or another doubt; inactive = no such curve, though single readings can be large; an effect the other way counts as inactive or inconclusive. Unless noted, % is set by controls: 0 for no effect and ±100 for the full control effect; potency is the fitted concentration of half-maximal effect. An excerpt. The share of hits here may be higher or lower than overall.

SMILES | TR SRC2 fluor cs | Tau FP inhib | L3MBTL1 block | Tau ThT inhib | KDM4E inh | RECQ1 inh | TRb SRC2 PPI | RGS12 GoLoco inh
O=C(COCc1cc(-c2ccco2)on1)Nc1cccc(O)c1 | -10% | 6% | nt | -4% | nt | nt | 4% | nt
C=CCc1c(O)nc(SCC(=O)c2ccccc2)[nH]c1=O | 1% | 0% | 4% | ? | -2% | -7% | -13% | 6%
CC1CCN(C(=O)CN(C2CCCCC2)S(C)(=O)=O)CC1 | 0% | -4% | 10% | -5% | -10% | 4% | 16% | 1%
Cc1ccc(C)n1-c1nnc(N2CCC(C(=O)NCc3ccc(F)cc3)CC2)s1 | -3% | -17% | nt | ? | nt | nt | 0% | nt
Cc1ccc(CSc2nncn2-c2ccccn2)cc1 | -1% | 0% | 6% | 2% | 2% | 0% | 9% | 2%
O=C(NCc1ccccn1)c1ccc(N2CCCC2=O)cc1 | -7% | -8% | 6% | -2% | 0% | i | 3% | -7%
CCN1CCN(c2cc(C)c3cc(NC(=O)c4cc(OC)cc(OC)c4)ccc3n2)CC1 | -2%&-6% | 10%&12% | nt | ? | -5% | -13% | -4%&2% | 0%
Cc1nc(C(C)N(C)Cc2nc(Cc3ccccc3F)no2)c(C)s1 (stereo unspecified) | -1% | -7% | -4% | -4% | 5% | -14% | -1% | 12%
COc1cc(CNC(C)(C)C)cc(Br)c1OCc1cccs1 | 1% | -2% | 2% | -13% | 11% | -3% | 9% | -4%
CCC(C)NC(=O)CN(c1cc(C)cc(C)c1)S(=O)(=O)c1c(C)[nH]c(=O)[nH]c1=O (stereo unspecified) | -1% | 10% | nt | nt | 5% | i | 2% | 8%

Random excerpt: 4 compounds from above
SMILES | TR SRC2 fluor cs | Tau FP inhib | L3MBTL1 block | Tau ThT inhib | KDM4E inh | RECQ1 inh | TRb SRC2 PPI | RGS12 GoLoco inh
CC1CCN(C(=O)CN(C2CCCCC2)S(C)(=O)=O)CC1 | 0% | -4% | 10% | -5% | -10% | 4% | 16% | 1%
COc1cc(CNC(C)(C)C)cc(Br)c1OCc1cccs1 | 1% | -2% | 2% | -13% | 11% | -3% | 9% | -4%
C=CCc1c(O)nc(SCC(=O)c2ccccc2)[nH]c1=O | 1% | 0% | 4% | ? | -2% | -7% | -13% | 6%
Cc1ccc(CSc2nncn2-c2ccccn2)cc1 | -1% | 0% | 6% | 2% | 2% | 0% | 9% | 2%

The list goes on.
SMILES | TR SRC2 fluor cs | Tau FP inhib | L3MBTL1 block | Tau ThT inhib | KDM4E inh | RECQ1 inh | TRb SRC2 PPI | RGS12 GoLoco inh
Cc1ccc(C)c(N2CCN(C(=O)CC3Sc4ccccc4NC3=O)CC2)c1 (stereo unspecified) | -2% | -5% | -8% | ? | 3% | -15% | -2% | 8%
Cc1csc(SCC(=O)c2ccc(S(=O)(=O)N3CCOCC3)cc2)n1 | 0% | 2% | -10% | ? | -7% | -11% | 2% | 0%
COc1ccc(C(=O)OCC(=O)NC(=O)CCSc2ccccc2)cc1 | 1% | 4% | 12% | 9% | 6% | 0% | 16% | -1%
Cc1ccc(C(=O)N/C(=C\C=C\c2ccccc2)C(=O)NCc2ccco2)cc1 | -1% | 3% | -10% | -7% | -7% | -3% | 7% | 0%
O=C(O)c1ccccc1NC(=S)NC(=O)c1sc2ccccc2c1Cl | 0% | -8% | nt | ? | ? | 0% | 6% | 11%
CCC1CCCCN1C(=O)CCc1nnc(Cc2c[nH]c3ccccc23)o1 (stereo unspecified) | -3%[53 µM] | 1% | 3% | 1% | 8% | 13% | 3%[53 µM] | 10%
Cc1nc2c(sc3nc4c(cc32)COC(C)(C)C4)c(=O)o1 | -5% | -1% | -3% | -20% | ? | 0% | 2% | 3%
CCC(C)(C)NC(=O)C(c1ccc(C)o1)N(C(=O)c1csnn1)c1cccc(F)c1 (stereo unspecified) | -1% | -3% | -4% | -2% | 1% | -4% | 4% | -2%
O=C(c1cncc(Br)c1)N1CCc2ccccc2C1 | -2% | -10% | nt | -9% | 1% | -8% | -3% | -1%
CCn1nc(CC(=O)Nc2nnc(CC(=O)N3CCOCC3)s2)c2ccccc2c1=O | 0% | 2% | 1% | 1% | -10% | -3% | 3% | 3%
CCCOc1ccc(C(=O)Nc2ccc(C)cc2[N+](=O)[O-])cc1 | -8% | -7% | -9% | -11% | -2% | -3% | 5% | 1%
COc1ccc(N(CC(=O)NCc2ccc3c(c2)OCO3)S(=O)(=O)c2c(C)nn(C)c2C)cc1 | -3% | 0% | nt | -14% | 1% | 0% | -3% | 16%
C=C(C)Cn1c(SCC(=O)c2ccc(Br)cc2)nc2sc3c(c2c1=O)CCCC3 | 7% | -2% | nt | 0% | nt | nt | -4% | nt
Cc1cc(C)n(/N=C\c2c(O)ccc3ccccc23)c(=O)c1C(N)=O | 0% | -12% | nt | -17% | -12% | -1% | -3% | -13%
COC(=O)/C(=C\Nc1ccc(Cl)c2ccccc12)c1ncc(C(F)(F)F)cc1Cl | 1% | ? | nt | -4% | ? | i | -14% | 2%
COc1ccc(-c2cc(-c3ccccc3O)[nH]n2)cc1 | -6% | 8% | -8% | -18% | ? | -6% | -7% | nt
CCOC(=O)C1=C(C)Nc2ccccc2N=C1NC(=O)c1cccc(S(=O)(=O)N(C)C)c1 | -1% | 6% | -3% | -3% | 3% | -5% | -9% | 5%
CCN(CC(=O)Nc1ccccc1C(=O)OC)S(=O)(=O)c1ccc(OC)cc1 | -6% | -1% | -6% | -8% | ? | -7% | -4% | 4%
CCOc1cc(C(=O)NCc2nc(-c3cccc(C)c3)no2)cc(OCC)c1OCC | -23% | -11% | nt | 10% | nt | nt | 0% | nt
Oc1ccccc1-c1nc(NCc2ccco2)c2ccccc2n1 | -7% | -14% | nt | -5% | 11% | i | 2% | 11%
Cc1cccc(OCC(=O)Nc2ccc3c(c2)nc(CCNC(=O)c2ccco2)n3C)c1 | 4% | 2% | nt | -14% | nt | nt | -7% | nt
O=C(NCCSc1ccccc1)c1ccco1 | 1% | -9% | 25% | 1% | -7% | i | -18% | nt
COc1ccc(-n2nc3cc(C)c(NC(=O)c4ccc(-c5ccc(Cl)cc5)o4)cc3n2)cc1 | -11% | 3% | nt | ? | nt | nt | 1% | nt
Fc1cccc2sc(Nc3nc4ccccc4s3)nc12 | -1% | -16% | 2% | -21% | ? | -1% | -3% | 8%
Cn1c(SCC(=O)NNC(=O)Cc2ccccc2)nc2ccccc2c1=O | -2% | 2% | 8% | -9% | 1% | i | -5% | 1%
CCOC(=O)c1c(NC(=O)C(=O)N/N=C(\C)c2ccc(OC)cc2)sc2c1CCCCC2 | -4% | -8% | 9% | ? | ? | 6% | -1% | -2%
CC1CC(C)(C)CC2(C1)NC(=O)N(CC(=O)NCCc1ccc3c(c1)OCCO3)C2=O (stereo unspecified) | 0% | 4% | 10% | -3% | 0% | 12% | 0% | 0%
COc1ccc(NC(=S)N(CCCN2CCCC(C)C2)Cc2cccs2)cc1 (stereo unspecified) | -1% | -11% | nt | -11% | 4% | -8% | -3% | 4%
CCS(=O)(=O)NCC(c1ccco1)N1CCN(c2ccccc2)CC1 (stereo unspecified) | 0%&-1% | -5%&8% | -10% | -8%&-8% | 6% | 0% | 2%&9% | nt
CC(C)CC(CC(C)C)=NNC(=O)c1ccc2c(c1)OCO2 | 2% | 2% | -2% | -6% | 9% | -4% | 2% | 3%
Cc1nc2c(o1)CCc1ccccc1C2N1CCN(C)CC1 (stereo unspecified) | -11%&-5% | 0%&-1% | ? | -6%&-3% | -5%&-7% | -5%&-10% | 4%&-8% | 0%&-3%
CSc1cccc(NC(=O)CC(c2cccs2)N2Cc3ccccc3C2=O)c1 (stereo unspecified) | 1% | ? | nt | 11% | nt | nt | 5% | nt
O=C(CN1C(=O)NC(Cc2ccccc2)C1=O)Nc1ccccc1 (stereo unspecified) | -1% | -1% | 11% | 5% | -3% | -10% | 0% | -4%
CCCCC(=O)Nc1ccc(N2CCN(S(C)(=O)=O)CC2)cc1 | 1% | 7% | nt | -7% | ? | -4% | 5% | -17%
COc1cc(OC)cc(C(=O)Nc2ccc(-n3cnnn3)c(C)c2)c1 | 0% | -12% | 2% | -15% | 1% | -1% | -4% | 1%
COc1ccc(CNC(=O)c2cc3c(=O)[nH]c4ccccc4c3s2)cc1 | 0% | ? | nt | 10% | nt | nt | 4% | nt
O=C(NC1CC1)C1=C[C@@H](c2ccccc2)C[C@@H](OCCCCO)O1 | 0% | 5% | 6% | 4% | -5% | -1% | -4% | 5%
COc1ccccc1C(=O)N/N=C(\C)c1ccc(NC(=O)C2CC2)cc1 | -6% | 4% | 8% | ? | -3% | -4% | 4% | -3%
CCOC(=O)c1ccc(S(=O)(=O)N2CCN(C3CCCC3)CC2)cc1 | 3% | -2%[2.34 µM] | -21% | 2% | -7% | -2% | -4% | 11%
COCCCN1C(=O)c2ccc(C(=O)Nc3cccc(OC)c3)cc2C1=O | -3% | -6% | -2% | -4% | 7% | -5% | -1% | 7%
O=C(CN1CCC(n2nnc3cc(C(F)(F)F)ccc32)CC1)Nc1ccc2c(c1)CCC2 | 1% | 1% | nt | ? | -2% | 4% | -4% | -5%
O=C(O)CNc1ccc(S(=O)(=O)C(F)(F)F)cc1[N+](=O)[O-] | -5% | -5% | 5% | -8% | -15% | i | 5% | 10%
Cc1ccc(S(=O)(=O)N2CCCCC2)cc1NC(=O)COC(=O)c1ccc(O)cc1 | -1% | -5% | 1% | -3% | -2% | i | -1% | 3%
Cn1c(C(=O)NCCCN2CCN(c3ccccc3F)CC2)cc2c(=O)[nH]c3ccccc3c21 | -1% | -8% | -2% | -16% | ? | -2% | -8% | 5%
CCOC(=O)c1[nH]c2cc3c(cc2c1NC(=O)CN1CCC2(CC1)OCCO2)OCO3 | -1% | 9% | -2% | -10% | 4% | -3% | 10% | 2%
CC(=O)c1cccc(NC(=O)CSc2nc3c(c(=O)[nH]2)CCC3)c1 | -3% | ? | nt | 2% | nt | nt | -5% | nt
